# Bioassay records from PubChem.
# IDE cell activ: boosts human insulin-degrading enzyme activity in HEK cells. P14735. activation, % at 5.96 µM. hit rate 0.073% among 340,000. AID 493087. FAbeta-B cleavage, fluorescence polarization; 0% vehicle, 100% cell-free pure enzyme wells;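 active = activation above the mean of all tested compounds plus 3 SD, set per screening campaign, cut at about 17% in these data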
# pCIP destab: lowers stability of the mouse p/CIP coactivator protein; Q05BA5; F442A p/CIP-EGFP cells, EGFP fluorescence, 16 h; decrease of EGFP signal, % at 10 µM; hit rate 0.01% among 290,000; AID 1984;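 active = EGFP signal decrease of at least 30% at 10 µM or well 3 SD below plate mean, unless failing retest; inactive = the rest, including hits failing retest or dose response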; note: some compounds called inactive have numbers as strong as hits; many of its hits are not listed in these tables
# Target sequence (Q05BA5 1-1403): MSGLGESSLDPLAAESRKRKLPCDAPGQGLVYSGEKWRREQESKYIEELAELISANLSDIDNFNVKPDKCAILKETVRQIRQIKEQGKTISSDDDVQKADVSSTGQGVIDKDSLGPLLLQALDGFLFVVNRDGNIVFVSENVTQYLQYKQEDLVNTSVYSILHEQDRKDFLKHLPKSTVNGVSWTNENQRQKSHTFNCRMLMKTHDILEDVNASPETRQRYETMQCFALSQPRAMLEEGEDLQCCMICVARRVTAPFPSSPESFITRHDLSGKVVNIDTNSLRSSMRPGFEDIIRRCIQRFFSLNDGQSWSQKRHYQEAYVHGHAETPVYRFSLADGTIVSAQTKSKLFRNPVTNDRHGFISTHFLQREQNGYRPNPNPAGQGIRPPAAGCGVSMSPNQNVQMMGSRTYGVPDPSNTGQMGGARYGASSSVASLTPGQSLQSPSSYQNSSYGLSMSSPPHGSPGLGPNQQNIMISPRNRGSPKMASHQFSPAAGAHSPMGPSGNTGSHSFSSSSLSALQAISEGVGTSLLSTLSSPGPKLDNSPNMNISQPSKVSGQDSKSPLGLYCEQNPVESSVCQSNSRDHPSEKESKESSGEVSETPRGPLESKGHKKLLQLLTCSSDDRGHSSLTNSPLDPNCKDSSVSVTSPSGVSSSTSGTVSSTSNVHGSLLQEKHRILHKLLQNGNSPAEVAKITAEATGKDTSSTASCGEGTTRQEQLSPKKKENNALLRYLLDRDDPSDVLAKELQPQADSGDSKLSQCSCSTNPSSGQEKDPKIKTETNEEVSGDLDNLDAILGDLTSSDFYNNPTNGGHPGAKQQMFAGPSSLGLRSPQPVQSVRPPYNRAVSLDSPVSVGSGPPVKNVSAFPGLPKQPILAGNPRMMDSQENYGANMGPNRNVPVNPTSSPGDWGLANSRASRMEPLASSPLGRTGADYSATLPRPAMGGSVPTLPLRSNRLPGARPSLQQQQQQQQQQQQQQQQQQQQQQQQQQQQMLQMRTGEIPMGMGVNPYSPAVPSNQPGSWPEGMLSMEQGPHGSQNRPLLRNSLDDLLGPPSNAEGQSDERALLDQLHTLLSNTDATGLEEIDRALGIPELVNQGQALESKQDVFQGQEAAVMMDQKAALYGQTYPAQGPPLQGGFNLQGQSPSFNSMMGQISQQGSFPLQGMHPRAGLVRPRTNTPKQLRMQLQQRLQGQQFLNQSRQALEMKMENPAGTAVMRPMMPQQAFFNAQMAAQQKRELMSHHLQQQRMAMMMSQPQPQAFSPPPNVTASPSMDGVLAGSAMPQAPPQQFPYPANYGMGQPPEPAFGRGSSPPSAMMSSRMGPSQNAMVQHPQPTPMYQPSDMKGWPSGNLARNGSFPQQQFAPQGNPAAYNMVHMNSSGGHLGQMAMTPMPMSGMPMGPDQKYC
# IMP-1 inhibitor: inhibitors of Pseudomonas aeruginosa IMP-1 metallo-beta-lactamase. inhibition, % at 5.6 µM. AID 1556. purified IMP-1, nitrocefin hydrolysis, epi-absorbance fluorescence. hit rate 0.45% among 290,000;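 active = inhibition above the mean plus 3 SD of all compounds in the same screening run, cut at about 4.5% in these data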;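 note: 0% = IMP-1 with DMSO and 100% = DMSO wells lacking enzyme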
#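 System: purified recombinant IMP-1 beta-lactamase. Medium: Zinc- and detergent-supplemented HEPES buffer, pH 7.1. Compound: one 5.6 µM dose […]. Schedule: 15 min preincubation plus 25 min reaction at 25 °C. Technique: Epi-absorbance fluorescence, 480 nm excitation, 530 nm emission.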
# IDE inh: inhibits human insulin-degrading enzyme in HEK cells. FAbetaB cleavage, fluorescence polarization. hit rate 0.41% among 320,000. inhibition, % at 5.59 µM. P14735;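 active = percent inhibition above the average of all tested compounds plus 3 SD, set per screening campaign, cut at about 16% in these data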;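 note: IDE supplied by intact live HEK cells; FP after avidin binding of uncleaved biotin substrate so inhibition keeps polarization high; 0% = DMSO wells and 100% = 60 µM reference IDE inhibitor Ii1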
# GalR3 antagonist: blocks the human galanin receptor 3 | O60755 | HEK293 GalR3-CNG cAMP membrane potential fluorescence; galR3 body fused to GalR1 C-terminus | inhibition, % at 3 µM | hit rate 0.44% among 360,000 | AID 651719;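 active = inhibition above the screen-wide average plus 3 SD, cut at about 13% in these data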;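 note: forskolin and galanin both at EC90 stimulate the cells; cAMP rise reported by CNG channel membrane potential dye signal; 0% = forskolin plus galanin with DMSO and 100% = forskolin alone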
# VIM-2 inhibitor: blocks Pseudomonas aeruginosa VIM-2 metallo-beta-lactamase; purified VIM-2, nitrocefin hydrolysis, epi-absorbance fluorescence; inhibition, % at 5.6 µM; hit rate 0.89% among 290,000; AID 1527;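 active = inhibition above the mean of all tested compounds plus 3 SD, cutoff set per screening run, cut at about 7.5% in these data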;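 note: red hydrolysis product quenches plate fluorescence so inhibitors raise well fluorescence; 0% = enzyme with DMSO and 100% = DMSO without enzyme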
# NS3 helicase inh: inhibitors of Hepatitis C virus NS3 helicase; hit rate 0.56% among 290,000; inhibition, % at 10.9 µM; NS3 helicase DNA unwinding, Cy5 molecular beacon fluorescence;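 active = inhibition above the mean of all tested compounds plus 3 SD, set per campaign, cut at about 35% in these data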;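 note: 0% = DMSO wells and 100% = thioflavine S control wells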
#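 System: HCV NS3 helicase fragment; control set: DMSO and thioflavine S; technique: Cy5 fluorescence at 0 and 60 min, beacon hairpin quenching; reagent: beacon DNA duplex substrate plus ATP; replicates: singlicate; schedule: 1 h reaction at 25 °C, ATP-initiated; medium: MOPS buffer pH 6.5 with MgCl2, DTT, Tween20, BSA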
# CRFR2-BP antag: antagonists of CRF-binding protein/CRF-R2 receptor complex; HEK293 CRF-R2/CRF-BP, CRF-induced calcium fluorescence; inhibition, % at 11.8 µM; hit rate 0.59% among 350,000; AID 588475;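 active = inhibition of the ligand-induced calcium signal above about 50% at the single tested concentration, limit read from the data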
# SUMO HTRF inh: SUMOylation inhibition | P63279 | HTRF SUMOylation assay, SAE1/SAE2 + UBC9, in vitro | inhibition, % at 35 µM | hit rate 0.36% among 290,000 | AID 2006; in the data active = inhibition above about 50%, passing the limit was not always enough; note: strong numbers were not always called active
# Starred values were filed as active, the others as inactive; / = not tested or not shown.
SMILES,IDE cell activ,pCIP destab,IMP-1 inhibitor,IDE inh,GalR3 antagonist,VIM-2 inhibitor,NS3 helicase inh,CRFR2-BP antag,SUMO HTRF inh
COc1ccc(C(=O)C2CCCN(Cc3cccn3-c3cccnc3)C2)cc1OC (stereo unspecified),0,-5,-2.6,-2,-6,-0.8,14,0,8
Cc1cccc2c1nc(-c1ccccc1)n1cnnc21,-1,-29,-2.2,1,-6,0.6,-8,-12,-10
CCCC(=O)N1CCN(c2ccc(NC(=O)c3ccc(OCC)c([N+](=O)[O-])c3)cc2)CC1,-4,-7,-2.5,-3,-4,-7.3,3,8,-2
CCOC(=O)c1c(NC(=O)CSC(=S)N2CCOCC2)sc(C)c1C,-1,10,-1.5,-4,-4,0.4,9,4,-7
Cc1nc2ccc(C(=O)Nc3ccc4nc[nH]c4c3)cc2[nH]1,4,4,-0.9,2,-9,-3.4,-3,14,8
COc1ccc(N2C(=O)CSC2c2ccccc2)cc1 (stereo unspecified),6,-13,-4.0,3,-8,-3.0,2,4,8
O=C(Nc1ccc2nc3n(c(=O)c2c1)CCCC3)c1cccc([N+](=O)[O-])c1,-3,-24,-3.5,7,0,-1.6,5,7,-1
Cc1ccc(C(=O)Nn2cnnc2)cc1S(=O)(=O)N1CCOCC1,8,11,-1.7,-6,-5,-2.6,1,5,-33
CCCC1(C(=O)OCC)NC(c2ccc(OC)cc2OC)C2C(=O)N(c3ccccc3)C(=O)C21 (stereo unspecified),-1,-85,1.5,-4,0,-0.7,-3,18,11
CCCN1C(=O)/C(=C\C=C2/C=CN(CC)c3ccccc32)SC1=S,-6,3,0.5,4,-12,4.1,-39,26,13
O=C(N/C(=C\c1ccc([N+](=O)[O-])cc1)C(=O)N1CCOCC1)c1ccccc1,5,8,-1.7,6,-3,-2.7,-14,-9,17
CCN(C(=O)CSc1nnc(Nc2ccccc2C)s1)C1CCS(=O)(=O)C1 (stereo unspecified),2,0,-2.0,-2,-1,0.2,1,7,2
COc1ccc(-n2nnc3c(SCC(=O)c4ccccc4)ncnc32)cc1,-3,7,-0.4,-4,-1,-2.1,-4,0,0
O=C(Nc1cccc(Cl)c1)Nc1ccccc1NS(=O)(=O)c1cccs1,2,-2,-0.3,8,2,-1.1,-14,2,-17
O=c1c(-c2nc3ccccc3s2)cccn1Cc1ccccc1,-2,-2,-4.1,-3,-2,-3.2,2,5,12
CNC(=O)/C(C#N)=C/c1cc(C)n(-c2ccc(N3CCOCC3)cc2)c1C,9,-5,-3.1,2,-9,-1.4,8,-1,23
CCN(C(=O)C1CCCN1S(=O)(=O)c1ccc2c(c1)n(C)c(=O)c(=O)n2C)c1ccccc1 (stereo unspecified),-4,1,-0.6,0,0,-1.0,2,6,3
CCOC(=O)CSc1nnc(Cc2ccccc2)n1-c1cccc(Cl)c1,6,9,-1.5,-10,/,-0.9,-10,-14,-3
O=C(CC12CC3CC(CC(C3)C1)C2)Nc1cccc2ncccc12,-3,4,-3.1,5,-9,-0.5,1,25,8
CC(=O)c1c(C)n(-c2ccccc2)c2ccc(OCC(N)=O)cc12,-1,-14,-3.0,-3,-6,-3.5,-6,9,6

# Whole records, looked up by structure. Screens in order: IDE cell activ | pCIP destab | IMP-1 inhibitor | IDE inh | GalR3 antagonist | VIM-2 inhibitor | NS3 helicase inh | CRFR2-BP antag | SUMO HTRF inh
# CCN(C(=O)C1CCCN1S(=O)(=O)c1ccc2c(c1)n(C)c(=O)c(=O)n2C)c1ccccc1 (stereo unspecified) is listed as -4 | 1 | -0.6 | 0 | 0 | -1.0 | 2 | 6 | 3
# CC(=O)c1c(C)n(-c2ccccc2)c2ccc(OCC(N)=O)cc12 is listed as -1 | -14 | -3.0 | -3 | -6 | -3.5 | -6 | 9 | 6

# Next structures.
SMILES,IDE cell activ,pCIP destab,IMP-1 inhibitor,IDE inh,GalR3 antagonist,VIM-2 inhibitor,NS3 helicase inh,CRFR2-BP antag,SUMO HTRF inh
CCNC(=S)Nc1ccc2ncoc2c1,3,1,-0.7,-1,11,-2.7,5,-16,2
CCOc1ccc(NC(=O)C2CCC(CNc3c(N4CCC(C)CC4)c(=O)c3=O)CC2)cc1 (stereo unspecified),-3,-15,0.2,-2,-7,0.2,-1,28,22
O=C(NCCN1CCN(C(=O)c2ccc([N+](=O)[O-])cc2)CC1)C(=O)Nc1ccc(F)cc1,6,-9,-3.8,1,3,-2.5,-5,4,-17
COCCOC(=O)c1[nH]c2c(c1C)C(=O)CC(c1ccccc1)C2 (stereo unspecified),-1,-14,-3.3,5,/,-0.5,-5,9,26
COc1cc(OC)cc(-c2nc3nc(C)c(CCC(=O)NCC(OC)OC)c(C)n3n2)c1,0,-3,-1.0,-3,-4,-2.7,15,-13,2
Brc1ccc(CSc2ccc(-c3ccco3)nn2)cc1,4,6,-3.0,5,-7,-1.2,3,7,45
CC(=O)c1ccc(OCc2cc([N+](=O)[O-])cc3c2OCOC3)cc1,2,4,-2.5,-6,-5,-4.5,5,-3,10
CCOC(=O)Nc1ccc(Oc2ccccc2)cc1,0,-6,-3.3,0,-6,-3.3,-4,57*,1
COc1ccc(Nc2nc3c(C)cccn3c(=O)c2C=NCc2ccccc2)cc1,-5,8,-1.7,3,-6,-0.6,2,-3,-13
O=C1CCC(=O)N1CNc1ccc(Oc2ccccc2)cc1,0,-10,-0.8,-6,0,-0.9,-8,21,0
Cc1ccc(S(=O)(=O)NCc2ccccn2)c(C)c1,-3,3,-3.2,2,-5,-2.9,4,1,-10
O=C(COc1ccc2ccccc2c1)Nc1nnc(-c2ccco2)s1,/,-11,-2.8,1,/,-2.4,16,0,34
Fc1ccccc1-c1nc(NC2CCCC2)c2ccccc2n1,1,-11,-2.7,4,-9,-2.1,-5,-21,0
Cc1nnc(SCC(=O)Nc2c(Cl)cccc2Cl)n(N)c1=O,3,/,/,-4,-3,/,/,6,/
CC(C)Nc1nnc(SC(C)C(=O)Nc2ccc(Cl)cn2)s1 (stereo unspecified),7,-2,-1.5,8,-7,0.1,7,4,6
CCOC(=O)c1ccc(NC(=O)c2nccnc2C(=O)O)cc1,5,-7,-5.1,3,0,0.7,5,2,19
CC1COc2ccccc2N1S(=O)(=O)c1ccc(Cl)cc1 (stereo unspecified),0,-15,-3.7,6,-10,-3.1,0,-4,-2
C=CCOc1ccc(CN(C)C(=O)c2ccc(CNS(=O)(=O)c3ccc(C)c(C)c3)cc2)cc1,0,/,/,-5,-5,/,/,7,/
CCCCCNC(=O)CCc1ccccc1,1,-11,-3.5,3,-4,-1.9,-2,1,-9
CN(C)C(CNC(=O)c1ccc(Cl)c(S(=O)(=O)N2CCCCCC2)c1)c1ccccc1 (stereo unspecified),3,/,/,3,71*,/,/,2,/
COc1cc(OC)cc(-c2cc3nc(C)c(CCC(=O)Nc4nc(C)cs4)c(C)n3n2)c1,-2,4,-3.7,0,0,-2.6,-1,-19,-21
Cc1cc(C(=O)COC(=O)[C@H](C)NC(=O)c2ccco2)c(C)n1Cc1ccco1,-3,-4,0.4,0,-4,0.2,-16,-13,10
O=C(NC(N1CCOCC1)C(Cl)(Cl)Cl)c1ccccc1Cl (stereo unspecified),9,-1,0.6,1,3,-0.1,2,14,-2
O=C(O)c1c2c(nc3ccccc13)/C(=C/c1c(F)cccc1F)CCC2,-1,8,-2.3,2,-7,0.1,15,-2,4
COc1ccc(NC(=O)Nc2ccc3c(c2)OCO3)c(C)c1,5,-3,0.2,2,-3,0.7,4,53*,-5
CC(=O)c1c(C)[nH]c(C(=O)OCc2nnc(-c3ccccc3)o2)c1C,2,-18,-1.2,-9,0,-1.6,-3,-15,9
O=C(CSc1nnnn1-c1ccc2c(c1)OCCO2)c1cccc2c1OCCO2,-4,-1,-2.3,1,-11,0.2,3,-1,-56
Cc1ccccc1-n1nnnc1SC(C)C(=O)Nc1ccc(N2CCN(C)CC2)cc1 (stereo unspecified),7,7,-2.8,-1,1,1.0,-31,-6,-1
COC(=O)CSc1nnc(CNC(=O)c2ccco2)n1-c1ccc(F)cc1,-4,-6,-3.6,-1,/,-5.3,-1,-14,3
CC(C)(C)NC(=O)CSc1ncnc2c1cnn2-c1ccccc1,-1,-1,-2.5,6,-3,-2.4,13,15,7
CCN(CC)CCCNc1nc2ccccc2[nH]1,2,-12,-3.5,-4,0,-3.6,2,-4,6
NS(=O)(=O)c1ccc(CCNC(=O)c2ccc(Cn3c(=O)[nH]c4ccccc4c3=O)cc2)cc1,3,-6,-2.6,6,-3,-4.3,17,-6,25
CCN(CC)S(=O)(=O)c1cc(NC(=O)C2CSC3(C)CCC(=O)N23)ccc1C (stereo unspecified),0,/,/,-3,-4,/,/,-8,/
Cc1ccc(S(=O)(=O)N2CCCCC2)cc1C(=O)Nc1ccc(S(=O)(=O)Nc2ncccn2)cc1,2,7,-4.2,0,8,-4.7,6,2,17
O=C(NNC(=O)c1ccc(F)c(S(=O)(=O)N2CCOCC2)c1)c1ccc([N+](=O)[O-])cc1,4,/,/,-2,-5,/,/,-2,/
NC(=O)C[C@@H]1NC(=O)c2cc([N+](=O)[O-])cc(F)c2NCCCC[C@@H](C(N)=O)NC(=O)[C@H](CO)NC1=O,/,-1,-3.6,/,7,-3.7,-1,/,-28
CCOc1ccc(S(=O)(=O)NCCCn2ccnc2)cc1,7,6,0.7,-1,-3,-0.3,-5,3,-3
CCn1nnnc1SCC(=O)Nc1ccc(OC)cc1,2,-4,-3.1,8,-1,-3.0,-10,10,4
NC(=O)Cn1c(=O)n(CCCC(=O)NC2CCN(Cc3ccccc3)CC2)c(=O)c2ccccc21,4,0,-2.9,4,-3,-1.1,-3,19,4
Cc1noc(C)c1NC(=O)Nc1cccc2c1O[C@@H](CN(C)C(=O)Nc1ccc3c(c1)OCO3)[C@@H](C)CN([C@H](C)CO)C2=O,3,/,/,-2,-2,/,/,-5,/
Clc1ccccc1-c1ncc2ccccn12,4,-3,-0.3,5,-2,-1.5,-2,14,10
Cc1ccc(CNC(=O)c2cn(C)c3ccc(S(=O)(=O)N4CCOCC4)cc3c2=O)cc1,0,-2,-1.2,-3,-7,-5.1,-10,-14,-8
COc1ccc(C=O)cc1COc1ccc(Cl)cc1[N+](=O)[O-],12,-13,-0.6,-3,-5,-1.1,2,-35,-11
Cc1ccc(OC2CCN(C(=O)C3CCC(=O)N(C4CC4)C3)CC2)cc1 (stereo unspecified),0,-11,1.9,0,2,2.4,13,-22,7
S=c1[nH]nc(-c2ccccc2)n1CC1CCCO1 (stereo unspecified),-3,-13,-6.9,1,-3,30*,-15,14,14
COC(=O)c1cc(OC)c(OC)cc1NC(=O)C(C)c1ccc([N+](=O)[O-])cc1 (stereo unspecified),1,-4,-5.0,0,3,-5.6,-4,15,-15
CCCc1cc2c(=O)n(NC(=O)c3nn(C)cc3[N+](=O)[O-])c(C)nc2s1,2,-3,-5.9,8,-2,-5.2,0,4,3
COc1ccc(OCCCCN2CCC(C)CC2)cc1,5,2,-0.7,-1,-9,-3.0,-3,-8,5
COc1ccc(OCCn2nnc(-c3ccc(Cl)cc3)n2)cc1,5,-11,-2.5,1,-3,-2.0,-2,10,12
